Source: PubChem BioAssay (National Center for Advancing Translational Sciences (NCATS))
p53 reactivation = qHTS assay for re-activators of p53 using a Luc reporter | H1299 p53-A138V BP100-luciferase reporter, luminescence, 24 h | Potency, µM (highest dose often 92.2 µM), for the others: at the highest dose activity change, positive = activation, usual class: activators | 320,000 tested, 0.063% active | AID 504706, 2011; note: potency is the fitted concentration of half-maximal effect; % of control where 0% means no effect; nearly all actives have a fitted effect of over 45% in size
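H1299 (p53-null), stable ts p53-A138V + BP100-Luc; 1000 cells/well, Opti-MEM/10% FBS; cpd 4 pt, 1:5; 24 h, 37 deg C, 5% CO2; detection reagent 10 min RT; luminescence.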
TRPV1 ag = HTS Assay for Compounds that Act as Agonists of the Vanilloid Receptor 1; Transient receptor potential cation channel subfamily V member 1 (Homo sapiens), Q8NER1; TRPV1-expressing cells, Fluo-8 calcium influx, agonist mode; activation, % at 8.33 µM; 320,000 tested, 0.19% active; in the data active = activation above about 80%; inconclusive = between about 30% and that limit; note: 0% is about no effect
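TRPV1-expressing cells were cultured overnight at 35.5C and loaded with Fluo-8 calcium dye for 40 to 90 min at room temperature. After a 10 s baseline, compound was added and calcium influx was read kinetically for 3 min (ex 480/em 520 nm).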
TCR act = Activators of T cell receptors: qHTS campaign; primary human leukocytes, anti-CD3, IL-2 HTRF, 48 h; 330,000 tested, under 10 active; AID 504894, 2011; Potency, µM (titrated, usually from 9.22 µM), for the others: at the top dose activation of IL-2 secretion, actives largely listed as activators; note: % of control where 0% means no effect
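HTRF read-out of IL-2 secretion: europium cryptate donor excited at 320nm, d2 acceptor emission at 665nm. Cells were primary human leukocytes incubated 48 hr with compounds and a-CD3 beads, supplying TCR signal only.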
A-T KAP1 phos = qHTS Assay for Identifying a Potential Treatment of Ataxia-Telangiectasia; AID 485349, 2010; […] A-T fibroblasts, KAP-1 phosphorylation AlphaLISA; neocarzinostatin DNA damage 30 min before lysis; Potency, µM (top dose mostly 57.5 µM), without a hit: at the top dose activation, most hits filed as activators; 320,000 tested, 0.19% active; note: potency is the fitted concentration of half-maximal effect; % of control where 0% means no effect; nearly all actives have a fitted effect of over 45% in size
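hTERT-immortalized A-T patient fibroblasts ([…]), 500 cells/well in OPTI-MEM, 1% FBS, got compounds for 60 min, then NCS for 30 min at 37C. Lysates were then assayed for phospho-KAP-1 by AlphaLISA (anti-pKAP1 donor, anti-KAP1 acceptor beads), 6 hr at 25C.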
PTAP TSG101 blk = qHTS Assay for Iinhibitors of HIV-1 Budding by Blocking the Interaction of PTAP/TSG101 | Tumor susceptibility gene 101 protein (Homo sapiens), Q99816 | 340,000 tested, under 10 active | Potency, µM (doses to about 115 µM), inactives show top-dose activity change, negative = inhibition, most hits filed as inhibitors | AID 493005, 2010 | Fluorescence polarization, FITC-PTAP peptide / Tsg101 binding; active = well fitted inhibition curve with a large enough effect in the main read-out, with a control signal flat, not every such curve was filed as active; inconclusive = small, poorly fitted or top-dose-only effect, or effect the other way, or a change in a side signal; inactive = no such curve, though single readings can be large or run the other way; note: potency is the fitted concentration of half-maximal effect; % of control where 0% means no effect
Target sequence (Q99816 whole entry, looked up): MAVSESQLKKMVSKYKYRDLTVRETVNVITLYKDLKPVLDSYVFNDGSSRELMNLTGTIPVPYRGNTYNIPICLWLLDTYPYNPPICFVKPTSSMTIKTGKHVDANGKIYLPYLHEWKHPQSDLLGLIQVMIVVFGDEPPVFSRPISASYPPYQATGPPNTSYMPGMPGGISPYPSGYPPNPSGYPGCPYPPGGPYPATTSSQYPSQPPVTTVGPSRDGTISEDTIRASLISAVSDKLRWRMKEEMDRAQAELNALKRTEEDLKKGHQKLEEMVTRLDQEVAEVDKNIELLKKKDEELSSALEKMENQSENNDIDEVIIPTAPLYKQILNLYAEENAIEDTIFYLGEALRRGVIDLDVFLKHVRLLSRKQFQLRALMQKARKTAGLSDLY
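FP read-out: FITC-PTAP peptide, 50 nM final, binding Tsg101 binding domain, 10 uM final; 20 min, r.t.; 10 mM HEPES pH 7.5, 0.15 M NaCl, 0.01% Tween 20, 3 mM EDTA, 0.1 mM TCEP.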
CXXC DNA block = qHTS Fluorescence Polarization Assay for Inhibitors of MLL CXXC domain - DNA interaction; AID 2662, 2010; 290,000 tested, 0.037% active; Potency, µM (titrated, usually from 115 µM), for the others: top-dose activity change, negative = inhibition, actives largely listed as inhibitors; MLL-CXXC / FITC-HOXA9 DNA fluorescence polarization; active = well fitted inhibition curve with a large enough effect in the polarisation, with a control signal flat, not every such curve was filed as active; inconclusive = small, poorly fitted or top-dose-only effect, or effect the other way, or a change in a side signal; inactive = no such curve, though single readings can be large or run the other way; the % refers to the polarisation; note: potency is the fitted concentration of half-maximal effect
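Steps: dispense CXXC domain solution (7 uM) → pin compounds or unlabeled HOX-A9 DNA control → 5 min ambient → add FLSN-HOX-A9 solution (50 nM) → spin → 30 min ambient → fluorescence polarization. Tris pH 7.5/NaCl/DTT/BSA buffer.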
ELG1 repair inh = qHTS screen for small molecules that inhibit ELG1-dependent DNA repair in human embryonic kidney (HEK293T) cells expressing luciferase-tagged ELG1 | HEK293T ELG1-luciferase reporter, luminescence, 16 h; DNA damage induced by 5-fluorouridine | Potency, µM (highest dose often 46.1 µM), for the others: at the highest dose activity change, negative = inhibition, usual class: inhibitors | 330,000 tested, 2.3% active | AID 504467, 2011; note: potency is the fitted concentration of half-maximal effect; % is set by controls: 0 for no effect and ±100 for the full control effect; nearly all actives have a fitted effect of over 55% in size
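DMSO vehicle served as the neutral condition. Each well held 2,000 cells given 5-fluorouridine plus compound; after 16 hr at 37 °C/5% CO2, ONE-Glo was added and luciferase measured 30 min later.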
a7 integrin act = qHTS for Activators of Integrin-Mediated Alleviation for Muscular Dystrophy; alpha7betagal myoblasts, beta-gal FDG fluorescence, 48 h; Potency, µM (series often up to 38.3 µM), without a hit: at the highest dose activation, most hits filed as activators; 350,000 tested, 0.064% active;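 note: potency is the fitted concentration of half-maximal effect; 100% = response of the positive control SU9516; nearly all actives have a fitted effect of over 60% in size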
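alpha7betagal+/- myoblasts (passage 13, 250/well) treated 48 h at 37C with compounds at 1:260 dilution of DMSO stock. Lysed, then beta-galactosidase activity read as FDG fluorescence (ex 480/em 540) after 30 min, with pre-read for autofluorescence.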
BRCA1 expr up = qHTS Assay to Identify Small Molecule Activators of BRCA1 Expression. MCF7-BRCA1-FFLuc reporter, luminescence, 48 h; response scale: scaled: vehicle 0%, 10 µM genistein 100%. Potency, µM (highest dose often 46.1 µM), without a hit: at the highest dose activation, actives largely listed as activators. 380,000 tested, 1.1% active. AID 624202, 2012; note: potency is the fitted concentration of half-maximal effect; nearly all actives have a fitted effect of over 80% in size; some results filed as inactive show a strong effect at the top dose
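Luminescence from a BRCA1-driven firefly luciferase in MCF7 cells was read after 48 h compound exposure at 37 C. Data normalized against DMSO and a 10microM genistein activation control, then curve-fitted across the titration.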
B2AR arrestin = qHTS assay of beta-arrestin-biased ligands of beta2-adrenergic receptor. Beta-2 adrenergic receptor (Homo sapiens), P07550. beta-arrestin recruitment to beta2AR, cell-based reporter. Potency, µM (highest dose often 46.1 µM), without a hit: at the highest dose activation, usual class: activators. 330,000 tested, 0.02% active. AID 492947, 2010;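 note: potency is the fitted concentration of half-maximal effect; 0% = DMSO controls and full agonism = EC100 isoproterenol or metaproterenol; nearly all actives have a fitted effect of over 65% in size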
Target sequence (P07550 whole entry, looked up): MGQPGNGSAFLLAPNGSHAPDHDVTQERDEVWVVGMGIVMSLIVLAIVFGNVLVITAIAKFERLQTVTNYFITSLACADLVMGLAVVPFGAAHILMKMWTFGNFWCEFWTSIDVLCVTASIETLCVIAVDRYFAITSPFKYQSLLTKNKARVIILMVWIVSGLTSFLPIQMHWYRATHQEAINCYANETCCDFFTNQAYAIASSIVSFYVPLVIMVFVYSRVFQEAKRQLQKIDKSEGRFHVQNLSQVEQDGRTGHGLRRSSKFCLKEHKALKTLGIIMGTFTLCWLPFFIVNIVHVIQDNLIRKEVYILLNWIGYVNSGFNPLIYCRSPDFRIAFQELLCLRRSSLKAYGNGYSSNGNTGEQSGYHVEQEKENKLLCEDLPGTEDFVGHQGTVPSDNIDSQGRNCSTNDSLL
* hit, by the source's call; u = inconclusive; x = not tested or not shown; [ ] = dose if it differs, or a comment. Unless noted, calls come from the whole dose curve; as a rule, active = well fitted curve in the direction sought with a large enough effect; inconclusive = small, poorly fitted or top-dose-only effect, or another doubt; inactive = no such curve, though single readings can be large; an effect the other way counts as inactive or inconclusive.

Sample of the layout, 2 compounds:
SMILES | p53 reactivation | TRPV1 ag | TCR act | A-T KAP1 phos | PTAP TSG101 blk | CXXC DNA block | ELG1 repair inh | a7 integrin act | BRCA1 expr up | B2AR arrestin
CNc1nc(NN)nc(Nc2ccccc2)n1 | x | 11 | 5% | -7% | -6% | 15% | u | 7% | -6% | -0.5%
COc1ccc(-c2nnc(COc3ccc(Br)cc3C)o2)cc1 | x | x | 5% | x | -7% | x | x | 12% | 18% | x

All compounds of this part, previewed entries included:
SMILES | p53 reactivation | TRPV1 ag | TCR act | A-T KAP1 phos | PTAP TSG101 blk | CXXC DNA block | ELG1 repair inh | a7 integrin act | BRCA1 expr up | B2AR arrestin
CNc1nc(NN)nc(Nc2ccccc2)n1 | x | 11 | 5% | -7% | -6% | 15% | u | 7% | -6% | -0.5%
COc1ccc(-c2nnc(COc3ccc(Br)cc3C)o2)cc1 | x | x | 5% | x | -7% | x | x | 12% | 18% | x
O=C(NCCCn1ccnc1)c1noc2c1CCCC2 | 5% | 0 | x | 2% | -5% | -10% | 3% | 11%[7.66 µM] | 0% | -0.1%
CNC(=O)C(=O)NCCC1CCCCN1S(=O)(=O)c1cccs1 (configuration not stated) | -4% | -2 | -6% | 17% | -1% | x | 6% | 4% | 4% | 0.2%
Cc1ccc(OCC(=O)NC2CCCC2)c(C)c1 | u | 5 | -5% | -1% | 0% | 0% | 18% | 5% | 73% | -0.1%
CC(=O)c1ccc(S(=O)(=O)NCCC(=O)NC2CCN(Cc3ccccc3)CC2)cc1 | 2% | x | 9%[46.1 µM] | 7% | -2% | x | 4% | -10% | -10% | -1.2%
Cc1ccc(C(=O)NCC(=O)NC2CCCCCC2)cc1 | -7% | 8 | x | 2% | -5% | 6% | 17% | 15% | 52% | 0.1%
COc1ccc(NC(=O)c2cc(-c3cc(C)c(C)cc3O)n[nH]2)c(OC)c1 | 1% | 6 | 7% | 16% | 0% | -6% | 13% | 12% | -44% | -1.2%
COC(=O)c1cccc(NC(=O)CCN2C(=O)C3CC=CCC3C2=O)c1 (configuration not stated) | -12% | 2 | -3% | 5% | 1% | x | 17% | 1% | 4% | -0.9%
CN(C)/C=C(\C(=O)c1ccc(F)cc1F)c1nnnn1-c1ccccc1 | 0% | -3 | 0%[46.1 µM] | -6% | 0% | 0% | -9% | 13% | 9% | -0.2%
COc1ccc(CNS(=O)(=O)CCNC(=O)c2cccc(OC)c2)cc1 | -8% | 0 | 3% | 4% | 1% | x | 12% | -5% | -22% | -0.1%
Cc1ccccc1NC(=O)COc1ccc2c(c1)OC(C)(C)CC2=O | 8% | u | 7% | -2% | 0% | 3% | u | 1% | u | 0.5%
Cc1[nH]n(-c2ccccc2)c(=O)c1N=Nc1ccc(C(=O)O)cc1 | 1% | 1 | 3% | -1% | -1% | 2% | u | 14% | -29% | 0.0%
CCOC(=O)C1CCN(C2=NC(=O)/C(=C/c3ccc(OC)c(OC)c3)S2)CC1 | -3% | 6 | -2% | -20% | -4% | 0% | -5% | -8% | -1% | -0.3%
Cc1cccc2cc(CN(Cc3cccnc3)C(=O)c3ccccc3F)c(Cl)nc12 | -9% | 14 | x | 1% | -12% | 4% | u | -19% | -17% | 0.0%
CCOc1ccc(OCC(=O)Nc2c3c(nn2C(C)(C)C)CS(=O)(=O)C3)cc1 | 10% | 3 | 2% | 2% | x | -4% | -3% | -15% | 3% | 0.3%
CC(CCc1ccccc1)NS(=O)(=O)c1ccccc1F (configuration not stated) | 2% | 3 | 1% | -1% | -6% | 2% | -3% | 9% | -18% | -1.1%
Cc1cc(NC(=O)c2cccnc2)ccc1NC(=O)c1ccco1 | 25% | 1 | 2% | -1% | -3% | 2% | 12% | -4% | 19% | -0.2%
NS(=O)(=O)c1ccc(NC(=O)Nc2ccc3c(c2)OCO3)cc1 | 12% | 10 | -1% | -8% | 1% | 5% | u | 21% | u | 0.0%
CC(C)(C)NC(=O)CSc1nnc(-c2ccncc2)o1 | 4% | -1 | -2%[46.1 µM] | -4% | -3% | -1% | -19% | 24% | -5% | -0.1%
Cc1cc(C)cc(C(=O)N2CCC(CCC(=O)NC3CC3)CC2)c1 | -6% | 0 | 16% | -10% | -2% | 1% | 5% | 9% | -15% | -0.5%
CN1C(=O)C2(OCC(CO)([N+](=O)[O-])CO2)c2ccccc21 (configuration not stated) | u | -2 | -13% | -6% | -5% | -1% | u | -49%[inhibitor] | 41% | 5.1%
O=C(COC(=O)C1CC2C=CC1C2)NCc1ccco1 (configuration not stated) | -6% | -1 | 0% | 1% | -3% | -9% | -3% | -39% | 16% | 0.4%
COc1ccc(N2CC(C(=O)Nc3ccccc3N3CCCC3)CC2=O)c(OC)c1 (configuration not stated) | -4% | 1 | 1% | 5% | -1% | x | -12% | 24% | -66% | -0.9%
CCOc1ccc(NC(=O)CSc2nnc(Cn3cnc([N+](=O)[O-])n3)n2CC)cc1 | 0% | -5 | x | 7% | -8% | -1% | 4% | 19% | -5% | -0.6%
O=[N+]([O-])c1ccc(Cl)cc1Sc1nc2ccccc2o1 | u | 6 | -8%[46.1 µM] | x | -5% | 132%[activator] | -1% | -34% | -2% | -0.4%
COc1ccc(-c2sc3ccc(N4CCOCC4)cc3c2C#CCCO)cc1 | -4% | x | 7% | 14% | 1% | x | u | -26% | -85% | 3.7%
NC(=O)c1sc2nc3c(cc2c1N)CCC3 | -1% | -6 | 2% | 14% | -2% | -4% | u | u | 8.9µM* | 0.2%
Cc1ccc(/C=N/n2nnnc2N)cc1[N+](=O)[O-] | 2% | -3 | x | 2% | -5% | 3% | 13% | 2% | 55% | -1.0%
O=C(CSc1ncn[nH]1)c1ccc(OC(F)F)cc1 | 6% | 4 | -1% | 0% | -5% | 8% | 13% | 5% | -13% | 0.0%
Cc1c(C(=O)OCC(=O)NC(C)c2ccccc2)oc2ccccc12 (configuration not stated) | 4% | 15 | 3% | 0% | -2% | 0% | 10% | -29% | -5% | -0.8%
O=C(CSc1nnc(-c2ccccc2)n1Cc1ccccc1)NC1CC1 | 0% | -1 | -2% | 4% | -8% | 1% | -12% | -19% | 6% | 0.3%
Cn1/c(=N/N=C/c2ccc([N+](=O)[O-])cc2)sc2ccccc21 | 19% | 2 | x | 20% | x | 5% | u | x | x | 0.3%
CC(C)c1ccccc1NC(=S)NCc1ccccc1F | -1% | u | 2%[46.1 µM] | 5% | -2% | -1% | 2% | 5% | -2% | -1.3%
CC(C)Oc1cc(NC(=O)CSCC(=O)Nc2cccc(C(F)(F)F)c2)c(Cl)cc1Cl | -4% | 26 | 2% | -1% | -6% | -8% | 5% | -45%[inhibitor] | -22% | -0.1%
O=C(CCC(=O)NNC(=O)COc1ccc(Br)cc1Br)NCc1ccccc1 | 1% | 2 | 0% | -2% | 1% | 2% | -1% | -10% | -2% | -1.5%
CN(CC(=O)N1CCN(c2ccc(F)cc2)CC1)S(=O)(=O)c1ccc2c(c1)c(=O)n(C)c(=O)n2C | 2% | -3 | 4% | 1% | -1% | -8% | -25% | -14% | -14% | -0.2%
O=C(CN1CCN(C/C=C/c2ccccc2)CC1)NC(=O)NC1CCCCC1 | 0% | -3 | -4% | 1% | -1% | 13% | u | -1% | -10% | -0.2%
CCC1(c2ccccc2)NC(=O)N(CC(=O)NC2CCCC2)C1=O (configuration not stated) | 0% | -3 | -2% | -12% | -2% | x | 3% | -4% | -11% | 0.0%
CCNC(=O)CC1C(=O)N(c2ccc(F)cc2)C(=O)N1Cc1ccccn1 (configuration not stated) | 13% | -3 | 0% | 6% | -1% | -8% | 0% | 11%[7.66 µM] | 0% | -0.3%
CC(=O)N1CCN(S(=O)(=O)c2cccc(C(=O)Nc3ccccc3N3CCOCC3)c2)CC1 | -5% | 14 | -3% | -2% | 0% | -4% | 1% | -2% | -8% | 0.0%
O=C(CSc1nnc(-c2ccccc2F)n1C1CC1)NC(=O)c1cccc([N+](=O)[O-])c1 | 5% | 1 | 5%[46.1 µM] | -3% | -3% | 0% | 5% | 3% | -11% | 0.0%
